# Fh CTSL1 inh: blocks F. hepatica cathepsin L1 in PFM18AAP counter-screen. recombinant F. hepatica cathepsin L1, Z-Leu-Arg-MCA fluorescence. inhibition, % at 5.96 µM. 300,000 tested, 0.49% active. AID 1906;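 active = inhibition above the mean of all tested compounds plus 3 SD, set per screening campaign, cut at about 17% in these data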;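 note: 0% = plate median of test compound wells and 100% = 1 µM Z-Phe-Ala-diazomethylketone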
# GRK2 aptamer HTS: inhibitors of human GRK2 displacing RNA aptamer; 330,000 tested, 0.59% active; inhibition of aptamer binding, % at 10 µM; bead flow cytometry, FAM-aptamer displacement from GRK2; P25098;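 active = inhibition of aptamer binding above 40%, roughly 3 SD of noise, on plates passing a quality check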;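 note: median bead fluorescence of bound FAM aptamer so fluorescent compounds give negative values; no value below 0 was filed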
# PP5 inh: blocks human protein phosphatase 5 activity. purified PP5c, OMFP substrate fluorescence. 320,000 tested, 0.18% active. inhibition, % at 6.7 µM. AID 1987;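 active = inhibition above the campaign's mean inhibition across all tested compounds plus 3 SD, cut at about 9.5% in these data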;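 note: 0% = DMSO only and 100% = 100 µM cantharidin control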
# PP1 inh: blocks human PP1-alpha phosphatase, a PP5 counter-screen | P62136 | purified PP1alpha, OMFP fluorescence | inhibition, % at 6.7 µM | 320,000 tested, 0.9% active;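 active = inhibition above the mean inhibition of all tested compounds plus 3 SD, computed separately for each screening campaign, cut at about 15% in these data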
# Target sequence (P62136 whole entry, looked up): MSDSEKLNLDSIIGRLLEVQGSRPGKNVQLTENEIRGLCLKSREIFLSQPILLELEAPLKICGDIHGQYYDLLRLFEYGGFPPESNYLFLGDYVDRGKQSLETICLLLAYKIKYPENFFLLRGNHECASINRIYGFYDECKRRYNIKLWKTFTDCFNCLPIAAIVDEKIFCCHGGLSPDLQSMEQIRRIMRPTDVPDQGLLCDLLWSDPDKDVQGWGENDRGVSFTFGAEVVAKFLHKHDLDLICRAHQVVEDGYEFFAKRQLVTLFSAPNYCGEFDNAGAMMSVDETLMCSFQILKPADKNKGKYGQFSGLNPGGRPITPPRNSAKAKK
# HCV core dimer: blocks dimerization of HCV core protein | TR-FRET GST/Flag-core106 dimerization, 1536-well | inhibition, % at 5 µM | 300,000 tested, 0.33% active | AID 1899;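 active = inhibition above the mean of all tested compounds plus 3 SD, set per screening campaign, cut at about 45% in these data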
#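 System – GST-tagged and Flag-tagged HCV core protein residues 1-106 · Repeats – one well for each compound · Technique – TR-FRET 671 and 617 nm emission · Doses – one concentration, 5 µM, in 0.5% DMSO · Times – 4 h, 22.5 °C incubation · Also added – Eu donor and XL665 acceptor anti-tag antibodies · Measure – percent inhibition of core106 dimerization signal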
# proCasp3 act: activators of human procaspase-3; activation, % at 8.5 µM; AID 463141; P42574; 330,000 tested, 0.11% active; recombinant procaspase-3 D3A, Ac-DEVD-pNA absorbance 405 nm;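 active = activation above the mean of all tested compounds plus 3 SD, cut at about 21% in these data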;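 note: 0% = DMSO alone and 100% = DMSO wells spiked with extra 5 µM PC-3 D3A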
# Target sequence (P42574 whole entry D9A/D28A/D175A): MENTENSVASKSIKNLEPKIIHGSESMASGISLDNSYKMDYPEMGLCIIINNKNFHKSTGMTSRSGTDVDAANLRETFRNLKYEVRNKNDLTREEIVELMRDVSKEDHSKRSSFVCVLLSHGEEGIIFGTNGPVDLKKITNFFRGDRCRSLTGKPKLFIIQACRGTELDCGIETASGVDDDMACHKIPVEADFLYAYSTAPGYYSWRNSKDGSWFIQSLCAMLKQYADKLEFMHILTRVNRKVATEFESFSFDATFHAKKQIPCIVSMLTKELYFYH
#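 Compound: 8.5 µM single point, 0.8% DMSO / Material: Autoprocessing-dead procaspase-3 D3A mutant enzyme / Timing: 1 h preincubation plus 2 h reaction at 25 °C / Medium: Zinc-free HEPES/NaCl buffer with 0.01% Triton X-100 at pH 7.4 / Technique: 405 nm absorbance of p-nitroaniline, reads at 0 and 120 min / Repeats: one well per compound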
# JMJD2C inh: human JMJD2C demethylase inhibition; Q9H3R0; GST-JMJD2C(1-420) H3K9me3 demethylation, DELFIA europium; inhibition, % at 2.35 µM; 330,000 tested, 0.069% active;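 active = more than half of a compound's replicate wells show inhibition beyond 50%, single wells judged on their own value; inconclusive = some, but no more than half, of replicates pass 50% inhibition; inactive = no replicate passes 50% inhibition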;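 note: signal counts dimethyl H3K9 product captured on neutravidin plate; 0% = median of DMSO wells and 100% = 0.3 times that DMSO median; strong numbers were not always called active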
# Target sequence (Q9H3R0 1-420 limits assumed): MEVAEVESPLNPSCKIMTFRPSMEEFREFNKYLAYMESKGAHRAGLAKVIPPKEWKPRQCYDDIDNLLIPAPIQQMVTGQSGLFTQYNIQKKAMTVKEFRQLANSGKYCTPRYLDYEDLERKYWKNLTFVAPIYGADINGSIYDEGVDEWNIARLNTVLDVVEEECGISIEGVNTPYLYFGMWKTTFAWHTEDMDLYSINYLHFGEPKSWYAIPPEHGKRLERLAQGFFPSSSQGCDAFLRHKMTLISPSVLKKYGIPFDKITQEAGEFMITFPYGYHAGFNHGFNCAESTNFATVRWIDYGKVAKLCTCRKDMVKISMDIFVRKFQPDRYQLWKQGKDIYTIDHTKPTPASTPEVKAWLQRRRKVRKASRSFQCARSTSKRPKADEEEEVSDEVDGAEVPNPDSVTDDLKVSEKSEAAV
# procasp7 counter: counter-screen: procaspase-7 (human) activation; 330,000 tested, 0.093% active; activation, % at 8.5 µM; recombinant procaspase-7, Ac-DEVD-pNA absorbance 405 nm; D23A/D198A/D206A triple mutant, cannot self-cleave; scale: DMSO 0, 5 µM enzyme 100;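 active = percent activation above the screen-wide mean plus 3 SD, cut at about 25% in these data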
#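 Replicates: singlicate. Assay system: Procaspase-7 triple mutant (PC-7 D3A). Signal: 405 nm absorbance of p-nitroaniline. Times: 1 h preincubation, 2 h reaction. Buffer or medium: Zinc-free HEPES pH 7.4 with 300 mM NaCl, 0.01% Triton X-100. Also added: DEVD-pNA substrate. Benchmarks: DMSO wells as 0%, DMSO with 5 µM added PC-7 as 100%.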
# VLA-4 inh: inhibition in a human VLA-4 binding assay. AID 2557. inhibition, % (about 7 µM as worked out from the volumes in the protocol). P13612. 330,000 tested, 0.2% active. VLA-4 expressing cells, ligand binding flow cytometry; in the data active = inhibition above about 50%
# An asterisk follows results filed as active; ? = inconclusive; · = not tested or not shown. These rows are one share of the data; count on the stated rates, not on these rows.
cpd	structure	Fh CTSL1 inh	GRK2 aptamer HTS	PP5 inh	PP1 inh	HCV core dimer
1	Cc1cc(-c2ccccc2)cc(C)[n+]1Cc1ccccc1	-2	0	0.1	1	7
2	CNCC[C@H](Oc1ccc(C(F)(F)F)cc1)c1ccccc1	-1	0	4.4	-8	-6
3	CCOc1ccc(N=Cc2c(O)n(Cc3ccccc3)c(=S)[nH]c2=O)cc1	-2	0	-2.1	-1	1
4	COC(=O)C1=C(c2ccc(-c3ccccc3)c(F)c2)C[C@@H]2CC[C@H]1N2C(=O)NC1CC1	·	0	1.0	0	·
5	C=C(C)[C@H]1CN[C@H](C(=O)O)[C@H]1CC(=O)O	-2	3	0.3	0	-11
6	O=C(COC(=O)Cc1ccccc1)NC12CC3CC(CC(C3)C1)C2	-9	2	-0.3	-4	-1
7	Cc1cccc(CN(C)C)c1OC(=O)N(C)C	-5	1	2.2	-4	-4
8	O=c1c2ccccc2nc(/C=C/c2ccc3c(c2)OCO3)n1-c1ccccc1	4	0	2.0	2	14
9	CCCCNc1ccncc1S(=O)(=O)NC(=O)NC(C)C	-1	0	-0.1	-2	-7
10	COc1c(C)cc(C(=O)C2CCCN(Cc3cccc(O)c3)C2)cc1C (configuration not stated)	1	0	-0.3	-2	8
11	CCC(=NCCCN1CCOCC1)c1c(O)n(Cc2ccccc2)c(=O)[nH]c1=O	-1	0	-0.2	0	7
12	Cc1cc(NC(=O)CCl)no1	6	2	1.7	-1	-5

cpd	proCasp3 act	JMJD2C inh	procasp7 counter	VLA-4 inh
1	2	3	-7	8
2	2	-1	-4	-9
3	-3	-6	2	7
4	2	-4	9	0
5	-1	4	-17	-12
6	2	85	3	23
7	12	-4	13	6
8	3	?	6	4
9	2	0	-1	2
10	0	-19	-1	17
11	-2	-9	-5	3
12	2	3	4	-1

# Going on with the list.
cpd	structure	Fh CTSL1 inh	GRK2 aptamer HTS	PP5 inh	PP1 inh	HCV core dimer
13	COc1cc2c(cc1C=O)OCO2	1	2	-0.9	-2	7
14	C=Cn1ccnc1P(=S)(c1nccn1C=C)C1CCCCC1	0	3	1.6	-6	-3
15	Cc1ccc(-c2nc3ccccc3c(=O)n2-n2cccc2)cc1	2	1	-2.0	2	-5
16	Cc1ccc2[nH]c(=S)n(-c3cccnc3)c(=O)c2c1	-1	1	-0.6	-3	-6
17	Cc1cc(N2C(=O)C3CCCN3C2c2ccccc2)no1 (configuration not stated)	0	5	1.2	-1	-1
18	Cn1nc(N)c2c1N=P(N1CCOCC1)(N1CCOCC1)N=C2c1ccccc1	0	0	1.8	-3	-5
19	Clc1ccccc1C1=NCc2nncn2-c2sc(Br)cc21	-2	3	-0.6	-1	3
20	Cc1ccccc1CN1CCNCC1	4	0	2.4	-2	0
21	CCCc1nc2ccccc2c(=O)n1-c1ccc(O)cc1	3	2	-3.1	-4	-2
22	CCn1c(O)c(C=Nc2ccc(N3CCOCC3)c(Br)c2)c(=O)n(CC)c1=S	-3	0	2.2	-1	0
23	C=CCn1c(O)c(/C=N/N2CCCCC2)c(=O)[nH]c1=O	-5	0	-1.3	-3	1
24	CCN1C[C@@]2(COC)C3[C@@H](OC)[C@H]4[C@@H]1[C@@]3(C1C[C@H]3[C@H](O)C1[C@]4(O)C[C@H]3OC)[C@@H](OC)C[C@H]2O (some centres not stated)	1	2	4.8	-7	-2

cpd	proCasp3 act	JMJD2C inh	procasp7 counter	VLA-4 inh
13	0	-4	7	3
14	2	1	0	1
15	-1	-14	-4	-16
16	-1	45	-4	-4
17	3	1	4	2
18	1	4	-4	10
19	-4	-24	3	-2
20	5	-3	0	-6
21	3	148	-9	-1
22	2	9	-11	2
23	0	-6	-5	7
24	4	18	-5	0

# Carrying on.
cpd	structure	Fh CTSL1 inh	GRK2 aptamer HTS	PP5 inh	PP1 inh	HCV core dimer
25	Cc1nc2ccsc2c(=O)n1-c1ccccc1Cl	-4	0	1.6	3	9
26	CCCCn1c(=O)c(C=Nc2cc([N+](=O)[O-])ccc2OC)c(O)n(CCCCl)c1=O	-7	0	0.3	-9	1
27	CCC(C)C12CN3CCN(CC(C)(C3)C1=O)C2 (configuration not stated)	4	0	1.5	-1	-5
28	COC(=O)C1=C(c2ccccc2)C[C@@H]2CC[C@H]1N2C(=O)NC1CCCCC1	-1	0	2.8	1	4
29	CCCN1CC(C)C(OC(C)=O)(c2ccccc2)CC1C (configuration not stated)	-1	2	2.4	-2	-8
30	O=c1ccc2c(O)c3ccoc3cc2o1	·	0	·	·	·
31	O=Cc1cn(Cc2ccc(Br)cc2)c2ccccc12	7	11	5.7	1	4
32	COC(=O)C1=C(c2cc3ccccc3o2)C[C@@H]2CC[C@H]1N2C(=O)NC(C)C	-1	0	1.7	0	5
33	CC[n+]1c(/C=C/N(C)c2ccccc2)sc2ccc(Cl)cc21	6	92*	2.5	-3	-1
34	COc1ccc(Cc2c(O)[nH]c(=O)[nH]c2=O)c(OC)c1	-3	0	-0.3	0	0
35	CC1=C(C/C(C)=C/c2ccccc2)/C(=C/CO)[C@@H]2OC(=O)O[C@]2(C)C12CC2	5	0	1.1	0	2
36	O=[N+]([O-])c1ccc(-[n+]2c(-c3ccccc3)cc(-c3ccccc3)cc2-c2ccccc2)cc1	3	0	0.4	0	-9

cpd	proCasp3 act	JMJD2C inh	procasp7 counter	VLA-4 inh
25	-8	-12	9	-1
26	-5	1	-18	0
27	-11	-24	-9	2
28	3	1	-6	24
29	7	0	1	-4
30	3	·	-5	5
31	-2	0	-3	2
32	5	4	5	-9
33	-6	14	-16	-419
34	5	2	3	6
35	-1	-7	9	-9
36	1	4	4	-11

# Later entries
cpd	structure	Fh CTSL1 inh	GRK2 aptamer HTS	PP5 inh	PP1 inh	HCV core dimer
37	C#CC[N+]1(C)[C@@H]2CC[C@H]1CC(OC(=O)C(CO)c1ccccc1)C2 (some centres not stated)	-6	0	1.2	0	3
38	Cc1ccccc1-n1c(/C=C/c2ccccn2)nc2ccccc2c1=O	1	2	2.8	0	-4
39	C[C@]12CCC(=O)C[C@H]1CC[C@@H]1[C@@H]2CC[C@]2(C)[C@@H](O)CC[C@@H]12	3	0	3.1	-5	-4
40	COc1cccc(-n2c(O)c(C=NCCN3CCOCC3)c(=O)[nH]c2=O)c1	4	2	2.8	-1	-3
41	COC(=O)C1=C(c2ccccc2)C[C@@H]2CC[C@H]1N2C(=O)NCCCOC(C)C	1	0	2.3	3	0
42	COc1ccccc1N1CCN(C(CNC(=O)Oc2ccccc2)c2cccnc2)CC1 (configuration not stated)	2	0	1.0	-3	4
43	Cc1cc(N2C(=O)C3CCCN3C2c2ccc(Cl)c(Cl)c2)no1 (configuration not stated)	0	0	1.7	0	1
44	NCc1cc(=O)[nH]o1	-2	2	1.1	-1	-1
45	CCN1C[C@]2(COC(=O)c3ccccc3N)CC[C@H](OC)C34[C@@H]5C[C@H]6[C@H](OC)[C@@H]5[C@](O)(C[C@@H]6OC)[C@@](O)([C@H]13)[C@@H](OC)[C@@H]42	-3	3	4.0	0	0
46	CC(C)c1ccc(N2C(=O)NC(=O)/C(=C/C=C/c3ccco3)C2=O)cc1	-4	8	4.3	17*	35
47	COCCNP(=O)(c1ccccc1)c1nc2ccccc2s1 (configuration not stated)	7	2	0.3	1	-7
48	O=P(Nc1cccc(Cl)c1)(Oc1ccccc1)Oc1ccccc1	0	0	4.7	2	11

cpd	proCasp3 act	JMJD2C inh	procasp7 counter	VLA-4 inh
37	-4	5	0	16
38	3	-4	5	4
39	3	0	2	-23
40	3	4	10	6
41	4	8	8	1
42	-4	13	12	0
43	4	7	-1	6
44	3	·	2	1
45	8	-3	6	1
46	-5	4	-14	-5
47	-16	-1	-12	-12
48	-10	-8	0	-6

# Values in list order from the list.
# PP1 inh for nos. 37 to 46, in order: 0, 0, -5, -1, 3, -3, 0, -1, 0, 17*
# Fh CTSL1 inh for nos. 37 to 46, in order: -6, 1, 3, 4, 1, 2, 0, -2, -3, -4

# Later entries.
cpd	structure	Fh CTSL1 inh	GRK2 aptamer HTS	PP5 inh	PP1 inh	HCV core dimer
49	Cc1ccc2c(c1)=C/C(=C\c1c(O)[nH]c(=S)[nH]c1=O)C(=O)N=2	2	7	2.3	-1	-16
50	CC(=O)Nc1ccccc1C(=O)OCC(=O)c1ccc2c(c1)OCCO2	-3	3	0.6	-1	-1
51	CCCCCC(=O)N[C@@H](c1ccccc1)[C@@H](O)C(=O)O[C@H]1C[C@@]2(O)[C@@H](OC(=O)c3ccccc3)C3[C@](C)(C(=O)[C@H](O)C(=C1C)C2(C)C)[C@@H](OC1OCC(O)C(O)C1O)C[C@H]1OC[C@@]31OC(C)=O (some centres not stated)	0	0	-0.9	-3	4
52	NC(=O)CSc1nnc([C@@H](N)Cc2c[nH]c3ccccc23)o1	1	1	0.0	-1	-5
53	OCCN(CC#CC(O)(c1ccccc1)C1CCCC1)CCO (configuration not stated)	0	0	2.1	-3	5

cpd	proCasp3 act	JMJD2C inh	procasp7 counter	VLA-4 inh
49	-13	37	-18	0
50	-2	1	1	-12
51	1	2	3	-4
52	-9	-10	-6	1
53	5	3	10	9

# Structural class, the compounds so far containing an NH in an aromatic ring
cpd	structure	Fh CTSL1 inh	GRK2 aptamer HTS	PP5 inh	PP1 inh	HCV core dimer
3	CCOc1ccc(N=Cc2c(O)n(Cc3ccccc3)c(=S)[nH]c2=O)cc1	-2	0	-2.1	-1	1
11	CCC(=NCCCN1CCOCC1)c1c(O)n(Cc2ccccc2)c(=O)[nH]c1=O	-1	0	-0.2	0	7
16	Cc1ccc2[nH]c(=S)n(-c3cccnc3)c(=O)c2c1	-1	1	-0.6	-3	-6
23	C=CCn1c(O)c(/C=N/N2CCCCC2)c(=O)[nH]c1=O	-5	0	-1.3	-3	1
34	COc1ccc(Cc2c(O)[nH]c(=O)[nH]c2=O)c(OC)c1	-3	0	-0.3	0	0
40	COc1cccc(-n2c(O)c(C=NCCN3CCOCC3)c(=O)[nH]c2=O)c1	4	2	2.8	-1	-3
44	NCc1cc(=O)[nH]o1	-2	2	1.1	-1	-1
49	Cc1ccc2c(c1)=C/C(=C\c1c(O)[nH]c(=S)[nH]c1=O)C(=O)N=2	2	7	2.3	-1	-16
52	NC(=O)CSc1nnc([C@@H](N)Cc2c[nH]c3ccccc23)o1	1	1	0.0	-1	-5

cpd	proCasp3 act	JMJD2C inh	procasp7 counter	VLA-4 inh
3	-3	-6	2	7
11	-2	-9	-5	3
16	-1	45	-4	-4
23	0	-6	-5	7
34	5	2	3	6
40	3	4	10	6
44	3	·	2	1
49	-13	37	-18	0
52	-9	-10	-6	1
